# SV40 large T antigen – SV40 large T antigen inhibitors, biochemical (AID 1903); inhibition, % at 20 µM, or IC50 in µM where a hit was titrated; SV40 large T antigen ATPase/helicase inhibition assay; higher % means a stronger effect; actives 0.39% (n = 310,000); in the data active means a potency from the dose series; further: strong numbers were not always called active
# GPR55 beta-arrestin – GPR55 agonists via beta-arrestin recruitment, primary screen, imaging, U2OS cells, beta-arrestin-GFP redistribution (AID 1961); actives 0.048% (n = 290,000); activation, % at 10 µM; hits with a dose series show EC50 in µM; U2OS GPR55 beta-arrestin-GFP redistribution imaging; higher % means a stronger effect;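 active means activation above 40% with more than 50 cells counted in the well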;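 further: U2OS osteosarcoma cells stably expressing GPR55 and beta-arrestin-GFP; plate controls were DMSO negative control for no effect and LPI positive control for full effect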
# LYP inhibition – inhibitors of LYP phosphatase, biochemical, fluorescence intensity, uHTS (AID 1779) | recombinant LYP phosphatase, fluorescence intensity; higher % means a stronger effect | inhibition, % at 11.5 µM, or IC50 in µM where a hit was titrated | actives 0.054% (n = 290,000); in the data active means inhibition above about 50%;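 further: plate controls were vehicle with enzyme for no effect and no enzyme for full effect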
# MgcRacGAP inhibition – MgcRacGAP GTPase-activating activity inhibitors, confirmation, biochemical, ADP Hunter fluorescence. MgcRacGAP-stimulated Rac1 GTP hydrolysis, ADP Hunter fluorescence; higher % means a stronger effect; GST-tagged Rac1 F28L mutant substrate. one-dose inhibition, % at 30 µM; IC50 in µM for titrated hits. actives 0.6% (n = 340,000);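 active means first-screen hits whose inhibition reached a set limit at any dose in the follow-up dose series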;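 further: fluorescence reports GDP produced by GAP-driven GTP hydrolysis; strong numbers were not always called active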
# NTR1 agonist – agonists of NTR1, primary screen, imaging, U2OS cells, beta-arrestin-GFP, high content (AID 493036) | P30989 | NTR1-U2OS beta-arrestin-GFP spot imaging, agonist mode | activation, % at 20 µM | actives 0.17% (n = 330,000);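 active means activation at or above 40% of the spot to cytoplasm intensity ratio, with at least 20 cells analyzed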;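 further: 0% = DMSO without peptide and 100% = 100 nM NTR1 peptide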
# Target sequence (P30989 whole entry, looked up): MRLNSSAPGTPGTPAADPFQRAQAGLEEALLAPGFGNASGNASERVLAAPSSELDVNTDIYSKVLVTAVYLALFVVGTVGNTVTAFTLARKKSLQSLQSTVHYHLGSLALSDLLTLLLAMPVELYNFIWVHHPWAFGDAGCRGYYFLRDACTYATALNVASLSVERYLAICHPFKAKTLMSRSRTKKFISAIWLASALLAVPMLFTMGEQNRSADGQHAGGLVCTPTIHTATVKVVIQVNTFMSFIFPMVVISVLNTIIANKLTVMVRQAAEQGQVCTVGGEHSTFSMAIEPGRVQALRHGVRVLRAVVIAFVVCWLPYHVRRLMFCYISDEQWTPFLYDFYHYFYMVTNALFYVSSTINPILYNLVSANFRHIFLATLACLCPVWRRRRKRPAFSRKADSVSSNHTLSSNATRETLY
# Hep lipid drop – hepatic lipid droplet formation modulation; AML12 mouse hepatocytes, oleate lipid droplets, BODIPY imaging; inhibition, % at 6.5 µM; actives 0.4% (n = 240,000);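 active means lipid droplet intensity inhibited by at least 50%, with more than 500 cells counted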
#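 Technique: fluorescence imaging, 20x objective, two fields per well / Assay system: AML12 hepatocytes (mouse) / Measure: % inhibition of lipid droplet signal / Doses: 6.5 µM single-point dosing / Incubation: overnight exposure / Reagent: 100 µM oleic acid challenge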
# GPR55 LPI antagonism – GPR55 antagonists blocking LPI-driven arrestin recruitment, primary screen, imaging, U2OS, beta-arrestin-GFP, LPI agonist (AID 2013) | U2OS GPR55 beta-arrestin-GFP translocation imaging, LPI antagonism; higher % means a stronger effect | inhibition, % at 10 µM; hits with a dose series show IC50 in µM | actives 0.13% (n = 290,000);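 active means spots per cell inhibited over 60%, with over 100 cells counted and total cytoplasm intensity under 500,000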;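 further: U2OS cells stably carrying GPR55 and arrestin-GFP stimulated by 5 µM LPI near EC80; imaged beta-arrestin-GFP aggregate spots per cell after agonist stimulation; plate controls were LPI-stimulated DMSO wells for no effect and DMSO wells without LPI for full effect; some results filed as inactive read as strong as hits; confirmed hits need IC50 under 10 µM and bright autofluorescent wells are also inconclusive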
# GPR35 arrestin U2OS – inhibition of zaprinast-stimulated GPR35 beta-arrestin translocation – imaging, U2OS, beta-arrestin-GFP, zaprinast agonist, primary screen (AID 2058). U2OS GPR35 beta-arrestin-GFP translocation imaging, zaprinast antagonism; higher % means a stronger effect. inhibition, % at 10 µM, or IC50 in µM where a hit was titrated. actives 0.052% (n = 290,000);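 active means inhibition of at least 50% with at least 30 cells and total cytoplasm GFP at most 10,000,000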
# T cell modulator – modulates CD8 T cell binding to vesicles; 2C CD8+ T cell-vesicle binding, flow cytometry; active compounds read low; calls only at 7 µM; actives 0.068% (n = 330,000);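 active means response, share of CD8 T cells binding vesicles, and their 90th percentile fluorescence all below set limits, cut at about 80% in these data, passing the limit was not always enough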
#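 System: murine 2C transgenic CD8+ T lymphocytes; also added: QL9-loaded Drosophila micro-vesicles; times: binding 1.5 h at 37 °C; measured by: flow cytometry, PE anti-B7-1 (FL2) versus Alexa647 anti-CD8 (FL8), PFA-fixed; control set: Peptide-free naked vesicles (low) and QL9 vesicles with 0.7% DMSO vehicle (high)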
# Hep lipid drop cells 6.5 µM – recorded beside Hep lipid drop, whose call it bears; cell count; measured here: cell count, cytotoxicity flag;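 cells counted across two imaged fields per well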
# T cell modulator vesicle-bound % – further read-out of T cell modulator, marked with its call; double positive events, %; measured here: CD8+ vesicle-bound cell fraction;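 binding gate set so that unloaded-vesicle control wells show 10% double positive cells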
# NTR1 agonist cell count 20 µM – recorded beside NTR1 agonist, whose call it bears; cell count; measured here: cell count, cytotoxicity flag
# Active calls of the source: *; i = inactive; . = not tested or not shown.
mol,SV40 large T antigen,GPR55 beta-arrestin,LYP inhibition,MgcRacGAP inhibition,NTR1 agonist,NTR1 agonist cell count 20 µM,Hep lipid drop,Hep lipid drop cells 6.5 µM,GPR55 LPI antagonism,GPR35 arrestin U2OS,T cell modulator,T cell modulator vesicle-bound %
CC(C(=O)NCCN1C(=O)S/C(=C\c2cccnc2)C1=O)N1C(=O)c2ccccc2C1=O (stereo not given),7%,-0.2%,-2%,2%,-1.8,75,7,713,-7%,0%,i,55
COc1ccc(C(C(=O)NC(C)(C)C)N(Cc2ccco2)C(=O)CCC(=O)Nc2cc(C)on2)cc1 (stereo not given),3%,0.1%,-5%,12%,0.4,86,52*,735*,5%,-10%,i,12
CCOC(=O)c1c(NC(=S)Nc2ccccc2)sc(C)c1C,-8%,0.5%,6%,-4%,0.3,55,3,758,5%,-14%,i,10
Cc1ccc(-c2csc(NC(=O)CSc3nc(C)cs3)n2)cc1,9%,-0.3%,3%,9%,7.1,80,-15,714,-12%,-7%,i,36
O=C(CCCSc1nc2ccccc2s1)NCc1ccco1,14%,-0.2%,-4%,12%,-1.7,82,.,.,0%,14%,i,30
O=C(CCn1c(=O)[nH]c2ccsc2c1=O)N1CCN(Cc2ccc3c(c2)OCO3)CC1,9%,0.6%,-1%,-7%,12,95,-43,570,7%,0%,i,25
COc1cc(C2C(C(=O)c3ccc(C)o3)=C(O)C(=O)N2c2cc(C)on2)cc(Br)c1O (stereo not given),20%,0.2%,0%,12%,1.6,47,4,718,12%,1%,i,8
CC1CCN(C(c2cc3cc4c(cc3[nH]c2=O)OCO4)c2nnnn2CC2CCCO2)CC1 (stereo not given),3%,-0.3%,-13%,6%,3.7,42,.,.,2%,6%,i,42
O=C(COc1ccc(Cl)cc1)Nc1ccc2c(c1)C(=O)NC2=O,12%,-0.2%,-6%,2%,0.6,60,60*,737*,1%,-14%,i,58
CCCc1cc(C(=O)N2CCC(n3nccc3NC(=O)c3ccc(OC)cc3)CC2)no1,-2%,-0.1%,-6%,6%,0.0,55,4,651,-4%,11%,i,23
Nc1ncnc(N)c1N=Nc1ccccc1,8%,-0.2%,-4%,10%,1.0,54,37,780,-31%,6%,i,64
CCOCCCNC(=O)c1ccc(CS(=O)(=O)Cc2ccccc2F)o1,8%,-0.1%,-8%,-7%,1.4,91,-4,796,-6%,-3%,i,26
CCc1ccccc1NC(=O)c1cc(-c2ccc(F)cc2)on1,2%,-0.3%,-6%,12%,-0.5,62,-21,728,-2%,8%,i,52
COC(=O)c1sccc1NC(=O)c1c(C)cc(=O)oc1C,10%,0.2%,-2%,9%,-0.9,39,.,.,-21%,6%,i,54
COc1ccc(CNC(=O)COC(=O)c2cccnc2Nc2cccc(C(F)(F)F)c2)cc1,8%,-0.1%,8%,5%,0.8,108,-3,696,9%,6%,i,38
CCOC(=O)N1CCN(S(=O)(=O)c2ccc(C(=O)Nc3nc4c(s3)CC(C)CC4)cc2)CC1 (stereo not given),4%,-0.3%,-11%,6%,4.6,44,.,.,18%,14%,i,63
CC1(C)CC(=O)C2=C(C1)N(Cc1ccc(F)cc1)C(=O)C2(NC(=O)c1cccnc1)C(F)(F)F (stereo not given),-3%,-0.1%,-6%,1%,3.0,71,-27,723,3%,0%,i,34
N/C(=N\OC(=O)c1ccc(Cl)cc1)c1ccccn1,9%,-0.1%,1%,9%,-0.3,83,.,.,-2%,1%,i,30
Cc1ccc(S(=O)(=O)N2CCc3ccccc3C2)cc1,4%,0.4%,-4%,12%,0.1,58,20,821,1%,6%,i,12
Cc1c(NC2=NC(C)(C)Cc3ccccc32)c(=O)n(-c2ccccc2)n1C,9%,-0.2%,-3%,11%,-1.0,63,-2,714,12%,13%,i,37
O=C(CSc1nc(O)cc(=O)n1-c1ccccc1)Nc1ccc2c3c(cccc13)CC2,12%,0.0%,9%,0%,-0.4,73,14,668,-2%,-4%,i,52
COc1ccccc1OCCNC(=O)c1cccs1,1%,-0.1%,-6%,6%,-1.5,57,1,740,7%,-14%,i,59
CCc1c(O)nc(SCC(=O)Nc2ccccc2C)n(-c2ccc(C)cc2)c1=O,16%,-0.1%,-5%,13%,1.4,56,-1,709,6%,3%,i,25
Cc1c(OCC(=O)N2C[C@H]3C[C@@H](C2)c2cccc(=O)n2C3)ccc2c3c(c(=O)oc12)CCCC3,6%,-0.1%,-4%,9%,0.4,82,.,.,7%,-6%,i,39
COc1ccc(CC(=O)N2CCN=C2SCc2ccc([N+](=O)[O-])cc2)cc1,2%,-0.3%,-1%,2%,0.3,58,-2,678,6%,7%,i,50
CCCc1cc(C(=O)N2CCN(S(=O)(=O)c3ccc(OC)c(OC)c3)CC2)cs1,6%,-0.1%,-6%,8%,1.2,59,-6,765,10%,-6%,i,26
CC(C)c1ccc(NC(=O)Cn2c(=O)oc3ccccc32)cc1,-2%,0.3%,-7%,0%,0.7,87,12,811,-8%,-9%,i,54
CSc1ccccc1C(=O)NCc1ccc(S(N)(=O)=O)cc1,5%,-0.2%,-2%,12%,-0.9,30,10,815,-1%,8%,i,53
Cn1c(=O)[nH]c(=O)c2c1nc(N1CCCCC1)n2CCOc1ccccc1,4%,0.3%,2%,8%,5.3,70,.,.,-3%,-18%,i,54
O=C1CN(c2cc(Cl)cc(Cl)c2)C(=O)CN1/N=C/c1cccnc1,7%,-0.1%,0%,15%,0.5,52,1,765,4%,19%,i,36
CCN(CC(=O)Nc1ccc([N+](=O)[O-])cc1OC)CC(=O)NC(C)(C)C,11%,0.7%,-7%,1%,0.4,61,2,692,-5%,.,i,43
COC(=O)c1ccc(CNC(=O)COC(=O)c2ccccc2-c2ccccc2)cc1,21%,.,.,3%,0.5,59,.,.,.,.,i,45
CN(C)CCOC(=O)/C(=C/c1cn(C)c2ccccc12)NC(=O)c1ccccc1,10%,-0.2%,-6%,6%,-0.5,41,1,719,6%,5%,i,19
CCOC(=O)c1ccc(Oc2nc(NC)nc(Nc3ccccc3)n2)cc1,11%,0.9%,-10%,6%,3.0,72,-23,768,-20%,7%,i,35
O=C(NNc1ccccc1)C(=O)N1CCCCC1,7%,-0.1%,-5%,1%,0.6,48,10,720,10%,0%,i,26
O=C(Nc1ccccc1C(=O)N1CCOCC1)C1CCCO1 (stereo not given),6%,-0.2%,0%,2%,0.3,62,2,746,14%,-8%,i,45
CSc1n[nH]c(=O)n1-c1ccc(Cl)cc1,1%,-0.1%,-8%,-7%,0.2,42,0,751,-2%,19%,i,18
CCOc1ccc(C(=O)Oc2ccc(NC(C)=O)cc2)cc1,3%,0.1%,-2%,.,1.1,73,15,697,7%,-19%,i,28
O=C(Nc1ccccc1)N1CCN(Cc2ccc(Cl)cc2)CC1,1%,0.2%,-4%,4%,-1.2,88,4,680,6%,6%,i,56
COc1ccc(S(=O)(=O)N2CCN(CC(O)COc3ccc(CC#N)cc3)CC2)cc1OC (stereo not given),3%,-0.2%,-7%,6%,0.1,62,13,773,14%,10%,i,8
COc1ccc(NC(=O)C2CCN(S(C)(=O)=O)CC2)cc1Cl,3%,-0.1%,1%,3%,-1.7,52,12,779,3%,-7%,i,38
O=C(CN(C(=O)c1csnn1)c1cccc(Cl)c1)NC1CCCC1,15%,-0.1%,-9%,-2%,-1.8,41,-7,822,-12%,-1%,i,39
Cc1ccccc1NC1=NCC(c2ccc([N+](=O)[O-])cc2)S1 (stereo not given),6%,0.1%,-2%,3%,4.0,33,11,718,12%,4%,i,33
Cc1ccc(C(=O)Nc2ccc([N+](=O)[O-])cn2)o1,21%,0.1%,-3%,4%,-1.9,64,0,712,3%,7%,i,27
O=[N+]([O-])c1cccc(-c2ccn[nH]2)c1,5%,0.3%,-9%,2%,-1.0,45,3,678,10%,17%,i,42
COc1cc(NC(=O)CCc2nnc3ccc(N4CCCCC4)nn23)cc(OC)c1OC,12%,-0.2%,-4%,6%,-1.6,46,-7,700,-14%,-8%,i,11
C=CCNc1oc(-c2cccs2)nc1C#N,6%,-0.2%,-39%,6%,-1.0,83,26,772,0%,9%,i,51
Cn1nc(-c2ccccc2)c(CO)c1Sc1ccccc1,9%,0.4%,-6%,6%,-0.2,37,2,650,-1%,10%,i,27
COC(=O)c1cc(OC)c(OC)cc1NC(=S)N1CCN(c2ccccc2)CC1,8%,-0.2%,1%,5%,3.1,61,5,657,5%,11%,i,39
CN(C(=O)CC1C(=O)NCCN1Cc1ccc(F)cc1)C1CCOCC1 (stereo not given),25%,-0.2%,-5%,12%,-0.6,67,-11,785,6%,1%,i,37
O=C(COc1ccccc1)NNC(=O)c1cc2ccccc2o1,-4%,0.2%,-2%,11%,-0.7,76,2,661,-11%,1%,i,9
O=C(O)c1cccc(Cn2cc(Cl)cn2)c1,4%,-0.3%,-5%,10%,1.1,46,.,.,11%,-16%,i,21

# Entries listed so far with a CF3 group, in the order listed:
mol,SV40 large T antigen,GPR55 beta-arrestin,LYP inhibition,MgcRacGAP inhibition,NTR1 agonist,NTR1 agonist cell count 20 µM,Hep lipid drop,Hep lipid drop cells 6.5 µM,GPR55 LPI antagonism,GPR35 arrestin U2OS,T cell modulator,T cell modulator vesicle-bound %
COc1ccc(CNC(=O)COC(=O)c2cccnc2Nc2cccc(C(F)(F)F)c2)cc1,8%,-0.1%,8%,5%,0.8,108,-3,696,9%,6%,i,38
CC1(C)CC(=O)C2=C(C1)N(Cc1ccc(F)cc1)C(=O)C2(NC(=O)c1cccnc1)C(F)(F)F (stereo not given),-3%,-0.1%,-6%,1%,3.0,71,-27,723,3%,0%,i,34

# 2 records drawn at random from the list so far:
mol,SV40 large T antigen,GPR55 beta-arrestin,LYP inhibition,MgcRacGAP inhibition,NTR1 agonist,NTR1 agonist cell count 20 µM,Hep lipid drop,Hep lipid drop cells 6.5 µM,GPR55 LPI antagonism,GPR35 arrestin U2OS,T cell modulator,T cell modulator vesicle-bound %
CCOC(=O)N1CCN(S(=O)(=O)c2ccc(C(=O)Nc3nc4c(s3)CC(C)CC4)cc2)CC1 (stereo not given),4%,-0.3%,-11%,6%,4.6,44,.,.,18%,14%,i,63
Cc1ccc(S(=O)(=O)N2CCc3ccccc3C2)cc1,4%,0.4%,-4%,12%,0.1,58,20,821,1%,6%,i,12
